LGR2 antag = inhibitors of bursicon-induced LGR2 CRE-luciferase signal, primary screen, cell-based, HEK293, CRE-luciferase reporter, bursicon stimulation. AID 720647, 2013. bursicon-stimulated, 4 h. Drosophila bursicon receptor LGR2 (rickets). inhibition, % at 9.99 µM. hit rate 0.35% among 380,000;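 active means drop in luminescence signal, shown as inhibition above about 50% in the replicate tests, limit read from the data, passing the limit was not always enough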;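 further: agonist challenge used bursicon conditioned medium at about half maximal strength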
Cneo AK release = Cryptococcus neoformans cell lysis inducers, primary screen, AK release luminescence, single concentration | lysis activity, % at 15 µM | C. neoformans lysis, adenylate kinase release luminescence, 4 h; normalised: neutral wells 0, clomiphene wells 100 | hit rate 0.2% among 360,000 | AID 651654, 2012;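 active means mean lysis activity across replicates of at least 80%, whatever share of replicates individually reach that level; inactive means mean lysis activity below 80%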
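Schedule: static 4 h at 37 °C with compound, 1 h detection; system: C. neoformans cells; benchmarks: Clomiphene as positive control; buffer or medium: fresh YPD medium; measure: luminescence rise reflecting yeast cell lysis; measured by: luminescent adenylate kinase detection reagent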
EWS-Fli inh = EWS/Fli-driven NR0B1 reporter inhibitors, primary screen, A673 cells, NR0B1 luciferase, luminescence, MLPCN library; hit rate 0.67% among 350,000; AID 651661, 2012; inhibition, % at 12.6 µM; viability-normalised;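 active means mean inhibition of at least 50% after viability correction, with every replicate also passing that limit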;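 further: firefly luciferase signal divided by Alamar Blue viability fluorescence both relative to DMSO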
PGC1a acetyl inh = inhibitors of PGC1a acetylation signal, primary screen, cell-based, U2OS, AlphaScreen, inhibitor mode; AlphaScreen anti-acetyl-lysine; with virally co-expressed GCN5 acetyltransferase; inhibition, % at 15.6 µM; hit rate 0.17% among 350,000; AID 651687, 2012;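 active means every replicate shows inhibition of at least 40%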;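 further: 0% = neutral control wells and 100% = positive control wells; some results beyond the cut were filed as inactive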
miR-122 sensor = miR-122 Renilla sensor signal increase in Huh7, primary screen, miR-122 inhibitor project, cell-based, single point, plate reader; AID 602342, 2012; activation (reporter increase), % at 12.5 µM; hit rate 0.3% among 340,000; Huh7 miR-122 Renilla luciferase sensor, 48 h; neutral wells = 0, positive control = 100;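 active means mean replicate activation score at least 90 and every replicate individually at or above 90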;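 further: higher luciferase means less miR-122 activity so hits act as miR-122 inhibitors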
FN deposition inh = inhibitors of fibronectin matrix deposition, primary screen, AH1F cells, Alexa488-fibronectin fluorescence, plate reader; AH1F fibroblasts, overnight; inhibition, % at 12.6 µM; hit rate 0.086% among 350,000; AID 743247, 2014;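 active means mean inhibition across replicates of 30% or more, regardless of how many single replicates reach that level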;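 further: positive control wells lacked labelled fibronectin entirely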
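Assay system: AH1F fibroblasts assembling fluorescent fibronectin matrix; Amount: 10000 AH1F cells per well; Buffer or medium: DMEM, 2% serum; Probe or stimulus: Alexa488-fibronectin, 24 nM final in well; Doses: single compound dose, delivered by pin transfer; Incubation: 1 h adhesion, overnight exposure; Measured by: fluorescence 485/525 nm; Read-out: fibronectin deposition inhibition.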
PAX8 reporter = inhibitors of PAX8-driven TPO luciferase reporter, primary screen, RMG-I cells, single concentration; hit rate 1.2% among 360,000; SteadyGlo, 24 h; inhibition, % at 12.6 µM;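 active means mean replicate inhibition at least 60% with every replicate also reaching 60%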;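 further: luciferase light reporting Pax8 driven TPO promoter activity; plate controls were median of neutral control wells for no effect and mitoxantrone controls for full effect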
CASP6 VEID inh = human caspase-6 inhibitors, primary screen, biochemical, VEID-R110 fluorescence, single point, set 2. P55212. purified caspase-6, Z-VEID-R110 cleavage fluorescence. inhibition, % at 12.5 µM. hit rate 0.53% among 350,000. AID 686996, 2013;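 active means mean inhibition across replicates at least about 35%, with every replicate also reaching that limit, limit read from the data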;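 further: 0% = median of neutral control wells and 100% = no fluorescence left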
Target sequence (P55212 24-179 limits assumed): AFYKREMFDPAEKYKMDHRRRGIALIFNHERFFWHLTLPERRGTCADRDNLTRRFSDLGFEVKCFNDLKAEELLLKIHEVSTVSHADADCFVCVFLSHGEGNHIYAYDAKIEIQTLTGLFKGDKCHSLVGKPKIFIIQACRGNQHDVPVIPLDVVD
Target sequence (P55212 194-293 limits assumed): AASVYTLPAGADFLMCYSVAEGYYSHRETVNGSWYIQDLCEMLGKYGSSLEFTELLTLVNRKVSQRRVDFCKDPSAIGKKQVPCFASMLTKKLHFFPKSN
* = called active by the depositor; x = no result given; & = joins results of further samples; [ ] = another dose, or the depositor's remark.

The line under a structure holds: LGR2 antag	Cneo AK release	EWS-Fli inh	PGC1a acetyl inh	miR-122 sensor	FN deposition inh	PAX8 reporter	CASP6 VEID inh
CC1CCN(C(=O)c2ccc(NS(=O)(=O)c3cccc4cccnc34)cc2)CC1
    9	-1	8	-7	38	7	13	3
C[C@H](CO)N1C[C@H](C)[C@@H](CN(C)C(=O)C2CCCCC2)OCCCC[C@H](C)Oc2ccc(NC(=O)Cc3ccccc3)cc2C1=O
    -11	2	0	-10	-13[16.7 µM]	x	-9	2
Cc1c(O)nc2ccccn2c1=O
    -6	-3	16	3	2	-8	-6	0
CC1CCN(C(=O)C2CCC(CNS(=O)(=O)c3ccc4c(c3)C(C)(C)C(=O)N4C)CC2)CC1 (centres undefined)
    -2	0	15	-5	8	x	17	1
CCCc1cc(=O)oc2cc(OCC(=O)NCCCn3ccnc3)ccc12
    26	0	x	-11	-2	-3	-8	-3
COC(=O)C1=C(C(=O)OC)C2C=CC1C1C(OC(C)=O)C(OC(C)=O)C21 (centres undefined)
    17	3	-34	2	-3	7	-27	0
CN(CCOc1ccc(-c2ccn(S(=O)(=O)c3cccc4ccccc34)n2)cc1)c1ccccn1
    x	-2	x	-10	x	-8	-33	x
COc1ccc(N(CC(O)CN2C(=O)NC(C)(C)C2=O)S(=O)(=O)c2ccccc2)cc1 (centres undefined)
    x	0	x	-1	2	-11	-11	x
COc1ccc(NC(=O)Cc2ccsc2)c(OC)c1
    16	-3	-6	x	x	-1	1	2
C[C@@H]1CN([C@H](C)CO)S(=O)(=O)c2ccc(-c3ccc(F)cc3)cc2O[C@@H]1CN(C)C(=O)C1CCC1
    -1	x	3	-5	-5[16.7 µM]	x	x	x
CCc1ccccc1N(CC(=O)Nc1cccnc1)S(=O)(=O)c1ccccc1
    1	1	5	-9	15	x	-2	-6
Cc1ccc(NC(=O)c2ccccc2Br)cc1S(=O)(=O)N(C)C
    -7	x	-21	-9	4	0	-12	2
COc1ccc(C(=O)NNC(=S)NC(=O)/C=C/c2cccs2)cc1
    29	x	2	3	x	-9	8	-1
CCCCc1c(-c2ccccc2OC)ncn1CCc1cccc(OC)c1
    35	x	29	x	x	5	11	4
CCC(C)c1ccccc1N1CC(C(=O)Nc2ccc(S(=O)(=O)N3CCOCC3)cc2)CC1=O (centres undefined)
    -1	-1	7	x	x	5	9	1
CC(C)NC(=O)Nc1cccc2c1O[C@@H](CN(C)S(=O)(=O)c1cccs1)[C@H](C)CN([C@H](C)CO)C2=O
    8	x	-5	3	-4[16.7 µM]	x	x	x
COc1ccc(N=Cc2c(O)[nH]c3ccccc23)cc1
    x	-12	x	1	-15	3	-174	x
CC(C)Oc1cccc(C(=O)N/N=C/c2coc3ccccc3c2=O)c1
    1	0	5	x	-4	7	-16	-1
CC1CN(S(=O)(=O)c2cc(C(=O)N(CCc3ccccc3)Cc3ccccc3)ccc2Cl)CC(C)O1 (centres undefined)
    20	1	31	6	32	-5	30	-103
CC(C)NC(=O)N1Cc2cc(C(=O)NC3CCC3)nc(-c3cccc(-c4cncnc4)c3)c2[C@@H]1CCO
    -10	x	-2	-1	x	4	x	1

Compound profiles (already shown). Screens in order: LGR2 antag	Cneo AK release	EWS-Fli inh	PGC1a acetyl inh	miR-122 sensor	FN deposition inh	PAX8 reporter	CASP6 VEID inh
Entry for CCC(C)c1ccccc1N1CC(C(=O)Nc2ccc(S(=O)(=O)N3CCOCC3)cc2)CC1=O (centres undefined) → -1	-1	7	x	x	5	9	1
Entry for CCc1ccccc1N(CC(=O)Nc1cccnc1)S(=O)(=O)c1ccccc1 → 1	1	5	-9	15	x	-2	-6
Entry for C[C@H](CO)N1C[C@H](C)[C@@H](CN(C)C(=O)C2CCCCC2)OCCCC[C@H](C)Oc2ccc(NC(=O)Cc3ccccc3)cc2C1=O → -11	2	0	-10	-13[16.7 µM]	x	-9	2
Entry for CCCc1cc(=O)oc2cc(OCC(=O)NCCCn3ccnc3)ccc12 → 26	0	x	-11	-2	-3	-8	-3

Going on with the list:
The line under a structure holds: LGR2 antag	Cneo AK release	EWS-Fli inh	PGC1a acetyl inh	miR-122 sensor	FN deposition inh	PAX8 reporter	CASP6 VEID inh
COc1ccc(/C(C)=N/Nc2nc(C)cc(-c3ccccc3)n2)cc1
    -10	0	22	0	-6	14	-10	-4
CCn1cc(/C=C(\NC(=O)c2cc(OC)c(OC)c(OC)c2)C(=O)NCCCN2CCOCC2)c2ccccc21
    -27	x	x	1	0	-19	12	-1
Nc1c(C(=O)NCCc2ccccc2)sc2nc(N3CCOCC3)c3c(c12)CCCC3
    -9	2	-1	-15	6	7	9	0
Brc1ccc(OCc2ccccc2)c(CNCC2CCCO2)c1 (centres undefined)
    2	x	12	x	x	-3	9	x
CC(C)CC#Cc1cnc2c(c1)C(=O)N([C@@H](C)CO)C[C@@H](C)[C@@H](CN(C)Cc1ccccc1F)O2
    7	-1	-4	-6	0[16.7 µM]	6	x	-2
COc1ccc2c3c(n(C)c2c1)[C@H](CO)N(CC1CC1)CC31CCN(C(=O)NC2CCCC2)CC1
    -18	x	8	-2	x	-3	10	-2
O=C(C[C@H]1C=C[C@@H](NC(=O)c2ccncc2)[C@H](CO)O1)NCc1ccncn1
    6	x	x	29	x	x	-3	1
Cc1ccc(-c2nn(-c3ccccc3)cc2C(N)=O)o1
    -3	x	-1	-1	x	-10	14	10
Cc1c(Cl)cccc1N1C(=O)CC(NNC(=O)c2cccs2)C1=O (centres undefined)
    -22	-1	1	-3	5	-10	-4	2
COc1ccc(OC)c(NC(=O)CNC(c2ccccc2)c2ccccc2)c1
    33	1	-5	5	6	1	6	-1
Cn1c(SCC(=O)N2CCCC2)nnc1-c1cccs1
    25	0	-5	x	-2	7	-5	-1
CS(=O)(=O)N(Cc1ccccc1Cl)c1ccc(C(=O)NCc2cccnc2)cc1
    5	-3	-16	x	x	15	-39	-2
Cc1ccc(NC(=O)n2ncc3c(C)cccc32)cc1F
    -58	x	-128	x	x	2	-32	-1
CCCCn1c(SCC(=O)NCc2ccc3c(c2)OCO3)nnc1C(CC)N(C)C (centres undefined)
    -7	-2	5	44*	1	-1	6	3
CCCC1C2C(=O)N(c3cccc(C)c3)C(=O)C2ON1c1ccccc1 (centres undefined)
    -10	2	8	14	x	2	-7	-2
COc1cc(/C=C2\NC(=S)N(C)C2=O)ccc1OCc1ccccc1F
    2	3	15	x	x	5	-10	1
CO[C@@H]1CN(C)C(=O)c2ccc(NC(=O)C3CC3)cc2OC[C@@H](C)N(C(=O)Cc2ccccn2)C[C@@H]1C
    -8	-12	6	-1	x	-6	-17	0
CCCCn1c(SCC(=O)N2CCCC2=O)nc2cc(S(N)(=O)=O)ccc21
    -1	-1	5	5	-6	-4	-10	7
COc1cc(-c2cc(C(=O)Nc3cc(S(=O)(=O)N4CCOCC4)ccc3C)c3ccccc3n2)cc(OC)c1OC
    1	4	3	x	-22	5	x	4
O=C(/C=C/c1ccc(O)cc1)c1ccccc1
    -49	x	-31	3	8	-5	-150	4
COc1ccc(OCC(=O)OCC(=O)NC2CCCCC2C)cc1 (centres undefined)
    10	0	-9	5	3	0	-14	0
Cc1c(OCC(=O)N2CCC(C(=O)O)CC2)ccc2c1oc(=O)c1ccccc12
    5	-1	-3	1	-4	x	x	1
COC(=O)c1sc(NC(=O)c2ccco2)c(C#N)c1C
    -17	0	-3	10	-6	2	25	-3
COc1ccc(NC(=O)Cc2ccc(-c3ccccc3)cc2)cn1
    -4	x	4	x	x	x	12	0
Cc1noc(C)c1NC(=O)N(C)C[C@@H]1Oc2ccc(NC(=O)Nc3ccccc3)cc2CC(=O)N([C@H](C)CO)C[C@H]1C
    -24	-3	-6	-1	-1[16.7 µM]	-2	-20	-1
C[C@@H]1CN([C@@H](C)CO)C(=O)c2cc(NC(=O)Nc3ccc(F)cc3)ccc2O[C@@H](C)CCCCO[C@H]1CN(C)Cc1ccccc1
    28	5	8	-6	0[16.7 µM]	x	45	0
COc1ccc(/C=C(\NC(=O)c2ccccc2)C(=O)NCCN2CCOCC2)cc1
    -4	2	-2	x	x	-4	-17	0
CC(C)NC(=O)N[C@@H]1C=C[C@H](CC(=O)NC2Cc3ccccc3C2)O[C@H]1CO
    -11	-2	x	-11	x	5	x	-2
O=C(CNS(=O)(=O)c1cccs1)N1CCN(c2ccccc2F)CC1
    -26	-3	-27	x	-2	-3	-29	0
Cc1cccc(Nc2nc(-c3ccccc3)cs2)n1
    -42	-2	-92	3	-5	-9	-253	1
C[C@@H]1CN([C@H](C)CO)C(=O)c2cccc(NC(=O)Nc3ccccc3)c2O[C@H]1CN(C)C(=O)Nc1ccc(F)cc1
    0	15	1	-6	2[16.7 µM]	x	12	5
CN(CC(=O)NCC1CCCCC1)S(=O)(=O)c1ccc(Cl)cc1
    22	2	1	x	x	0	10	-1
CCOC(=O)C1CCN(Cc2nc3ccccc3c(=O)n2-c2ccc(OCC)cc2)CC1
    x	0	x	-14	13	6	x	x
O=C(c1ccc([N+](=O)[O-])s1)N1CCN(c2ncccn2)CC1
    9	0	6	7	0	-12	18	2
CCOC(=O)C1=C(COC(=O)CCc2ccc(F)cc2)NC(=O)NC1C (centres undefined)
    -4	0	-7	x	-4	-1	-2	-1
COc1ccc(S(=O)(=O)Nc2ccccc2C)cc1C(=O)N1CCOCC1
    6	x	3	102*	-4	-3	3	2
COc1ccc(C(C)(C)NC(=O)C2CCC(=O)N(C3CC3)C2)cc1OC (centres undefined)
    -20	0	-13	x	-1	2	-14	-2
O=C(c1ccc(F)cc1)N1CC(=O)N2[C@H](C1)[C@@H](c1ccc(C#Cc3ccc(F)cc3)cc1)[C@@H]2CO
    17	x	23	7	x	x	9	-1
CNc1cc(C(=O)Nc2cccc(OCc3ccccc3)c2)ncn1
    -36	-3	-61	x	x	6	-115	-1
COc1ccc(NC(=O)c2oc3ccccc3c2CSC)cn1
    11	-5	-46	-11	3	8	8	4
COc1ccc(CCNC(=O)C(=O)NCC2OCCN2S(=O)(=O)c2cccs2)cc1OC (centres undefined)
    -9	-1	x	2	-12	x	5	-2
CC(C)C#Cc1ccc2c(c1)O[C@H](CN(C)Cc1cccnc1)[C@@H](C)CN([C@H](C)CO)S2(=O)=O
    -32	-1	27	-43	42[16.7 µM]	-10	14	0
CNC(=O)C[C@@H]1CC[C@@H]2[C@H](COc3ccc(NC(=O)NCc4ccccc4)cc3C(=O)N2C)O1
    21	-1	-6	-5	-8[16.7 µM]	-12	-19	x
CC(C)NC(=O)N(C)C[C@H]1Oc2ccc(NS(=O)(=O)c3ccc(F)cc3)cc2C(=O)N([C@H](C)CO)C[C@@H]1C
    -5&3	0&-3	-1&-2	-3&13	-3	25&4	-21&-13	0&1
Cc1ccc(C(=O)O)cc1NC(=O)CN1C(=O)C2C3c4ccccc4C(Br)(c4ccccc43)C2C1=O (centres undefined)
    x	x	-10	x	x	4	-30	4
CC(C)(C)c1cc(-c2ccccc2)n[nH]1
    -31	1	-2	-1	18	0	-20	1

High-throughput results: PubChem BioAssay, Broad Institute
